Screening results deposited in PubChem BioAssay by Broad Institute.
LGR2 inh = blocks bursicon-induced cAMP signaling via Drosophila LGR2; HEK293 LGR2, CRE-luciferase, bursicon-stimulated, 4 h; inhibition, % at 9.99 µM; 380,000 compounds, 0.35% hits; AID 720647;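 active = drop in luminescence signal, shown as inhibition above about 50% in the replicate tests, limit read from the data, passing the limit was not always enough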;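 note: agonist challenge used bursicon conditioned medium at about half maximal strength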
S100A4 MyoIIA = blocks human S100A4 binding to myosin IIA peptide | P26447 | S100A4/TAMRA-MyoIIA peptide fluorescence polarization | inhibition, % at 10.7 µM | 360,000 compounds, 0.14% hits | AID 652163;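 active = mean inhibition of at least 70% across replicates, with every replicate also reaching that level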
Target sequence (P26447 whole entry, looked up): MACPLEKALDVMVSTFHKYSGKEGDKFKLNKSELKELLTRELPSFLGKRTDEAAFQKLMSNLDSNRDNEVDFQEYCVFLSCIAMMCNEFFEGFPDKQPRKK
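Material: S100A4 monomer (human). Medium: Calcium-containing HEPES buffer, pH 7.2. Probe or stimulus: labelled myosin peptide probe, 5 nM. Compound dosing: one concentration per compound. Timing: polarization read 5 min after assay mix addition, stable 5–60 min. Benchmarks: DMSO as neutral control, TFP as positive control.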
CASP6 VEID inh = blocks human caspase-6 cleavage activity. AID 686996. inhibition, % at 12.5 µM. purified caspase-6, Z-VEID-R110 cleavage fluorescence. P55212. 350,000 compounds, 0.53% hits;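 active = mean inhibition across replicates at least about 35%, with every replicate also reaching that limit, limit read from the data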;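 note: 0% = median of neutral control wells and 100% = no fluorescence left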
Target sequence (P55212 24-179 limits assumed): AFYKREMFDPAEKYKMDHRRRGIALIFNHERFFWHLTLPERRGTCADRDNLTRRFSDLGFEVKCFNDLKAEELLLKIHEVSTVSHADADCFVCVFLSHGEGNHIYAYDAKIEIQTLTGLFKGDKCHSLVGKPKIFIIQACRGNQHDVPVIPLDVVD
Target sequence (P55212 194-293 limits assumed): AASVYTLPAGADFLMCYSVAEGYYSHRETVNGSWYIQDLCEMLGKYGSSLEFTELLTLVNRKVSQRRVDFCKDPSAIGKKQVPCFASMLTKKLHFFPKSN
SIRT5 block = blocks human SIRT5 desuccinylation of peptide | 330,000 compounds, 1.1% hits | Purified SirT5, succinyl-peptide AMC, trypsin-coupled fluorescence | Q9NXA8 | AID 652115 | inhibition, % at 15 µM; in the data active = inhibition above about 15%
Target sequence (Q9NXA8 whole entry, looked up): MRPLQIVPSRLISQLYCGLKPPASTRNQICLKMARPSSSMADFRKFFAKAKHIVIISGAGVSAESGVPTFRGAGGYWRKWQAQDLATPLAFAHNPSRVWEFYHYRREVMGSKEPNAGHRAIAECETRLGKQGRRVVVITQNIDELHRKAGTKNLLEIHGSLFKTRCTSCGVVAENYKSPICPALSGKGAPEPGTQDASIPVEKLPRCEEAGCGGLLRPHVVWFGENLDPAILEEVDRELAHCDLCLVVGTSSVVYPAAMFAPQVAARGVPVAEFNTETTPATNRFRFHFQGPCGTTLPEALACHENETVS
Statin myotox sup = protects C2C12 myotubes from simvastatin toxicity | ATP luminescence, 48 h; scaled: DMSO 0, geranylgeraniol control 100 | rescue of ATP level, % at 7.49 µM | 330,000 compounds, 0.78% hits | AID 602340;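 active = mean ATP rescue above about 67%, or every replicate alone reaching that limit, limit read from the data, passing the limit was not always enough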;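 note: myotubes were challenged with 10 µM simvastatin during compound exposure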
esBAF inh = blocks esBAF chromatin remodeling in mouse ES cells; 350,000 compounds, 2% hits; reporter increase, % at 12.5 µM; AID 602393; Bmi1-luciferase knock-in reporter, 24 h; 100% = twice the neutral-well signal; in the data active = activation above about 40%;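 note: 0% = median of the plate's neutral control wells and 100% = double that signal; a rise in the Bmi1 reporter signal indicates esBAF inhibition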
FN deposition inh = fibronectin deposition inhibition | AH1F fibroblasts, Alexa488-fibronectin deposition fluorescence, overnight | inhibition, % at 12.6 µM | 350,000 compounds, 0.086% hits;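 active = mean inhibition across replicates of 30% or more, regardless of how many single replicates reach that level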;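 note: positive control wells lacked labelled fibronectin entirely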
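Material – AH1F fibroblast monolayer, labelled fibronectin deposition · Reagent – labelled fibronectin 24 nM · Timing – 1 h adhesion, overnight exposure · Measured by – fluorescence at 485 nm excitation, 525 nm emission · Read-out – inhibition of fibronectin deposition signal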
* = called active by the depositor.

Start of the data: the first 5 entries, ahead of the listing:
Screening COc1ccc(NC(=O)Nc2cccc3c2O[C@@H](CN(C)S(=O)(=O)c2ccc(Cl)cc2)[C@@H](C)CN([C@H](C)CO)C3=O)cc1 returned S100A4 MyoIIA 9, CASP6 VEID inh -1, SIRT5 block 0, Statin myotox sup -108 and esBAF inh 1.
For CCOC(=O)c1cc(-c2cccc([N+](=O)[O-])c2)nc2[nH]c(=O)[nH]c(=O)c12 the results were LGR2 inh -11, S100A4 MyoIIA 4, CASP6 VEID inh 1, SIRT5 block -1, Statin myotox sup 4, esBAF inh -4 and FN deposition inh 3.
O=C(NC(=S)NCCN1CCOCC1)c1ccccc1Cl was read as LGR2 inh 0, Statin myotox sup 20 and esBAF inh -1.
`Cc1noc(C)c1S(=O)(=O)Nc1ccc2c(c1)C(=O)N([C@@H](C)CO)C[C@H](C)[C@@H](CN(C)S(=O)(=O)c1cccs1)OCCCC[C@H](C)O2` gave LGR2 inh 2, Statin myotox sup -23, esBAF inh 5 and FN deposition inh 2.
For CCCC(=O)N1CCN(c2nc3ccc(Cl)cc3s2)CC1 the results were LGR2 inh -65, S100A4 MyoIIA 1, CASP6 VEID inh 1, SIRT5 block 0, Statin myotox sup 40, esBAF inh 52* and FN deposition inh 7.

The listing, previewed entries included:
Screening COc1ccc(NC(=O)Nc2cccc3c2O[C@@H](CN(C)S(=O)(=O)c2ccc(Cl)cc2)[C@@H](C)CN([C@H](C)CO)C3=O)cc1 returned S100A4 MyoIIA 9, CASP6 VEID inh -1, SIRT5 block 0, Statin myotox sup -108 and esBAF inh 1.
For CCOC(=O)c1cc(-c2cccc([N+](=O)[O-])c2)nc2[nH]c(=O)[nH]c(=O)c12 the results were LGR2 inh -11, S100A4 MyoIIA 4, CASP6 VEID inh 1, SIRT5 block -1, Statin myotox sup 4, esBAF inh -4 and FN deposition inh 3.
O=C(NC(=S)NCCN1CCOCC1)c1ccccc1Cl was read as LGR2 inh 0, Statin myotox sup 20 and esBAF inh -1.
`Cc1noc(C)c1S(=O)(=O)Nc1ccc2c(c1)C(=O)N([C@@H](C)CO)C[C@H](C)[C@@H](CN(C)S(=O)(=O)c1cccs1)OCCCC[C@H](C)O2` gave LGR2 inh 2, Statin myotox sup -23, esBAF inh 5 and FN deposition inh 2.
For CCCC(=O)N1CCN(c2nc3ccc(Cl)cc3s2)CC1 the results were LGR2 inh -65, S100A4 MyoIIA 1, CASP6 VEID inh 1, SIRT5 block 0, Statin myotox sup 40, esBAF inh 52* and FN deposition inh 7.
Screening COc1ccc(-c2ccc3c(c2)[C@H]2[C@H](CCN2C(=O)c2ccc4c(c2)OCO4)[C@H](CO)N3)cc1 returned LGR2 inh 8, Statin myotox sup 41, esBAF inh -6 and FN deposition inh 5.
Screening COc1cc2c(cc1OC)-c1cc(Nc3ccc(F)cc3)nc(=O)n1CC2 returned LGR2 inh -35, S100A4 MyoIIA 4, CASP6 VEID inh -1, SIRT5 block -3 and FN deposition inh 0.
For Cc1ccc2c(-c3ccc([N+](=O)[O-])cc3)cc(=O)[nH]c2c1 the results were LGR2 inh -4, S100A4 MyoIIA -2, CASP6 VEID inh 1, SIRT5 block -7 and FN deposition inh -2.
O=C1CCN(C(=O)c2ccc(Cl)cc2)N1 was read as LGR2 inh 2, S100A4 MyoIIA 0, CASP6 VEID inh -1, SIRT5 block -3 and FN deposition inh 8.
COc1ccc(S(=O)(=O)N(C)C[C@@H]2Oc3c(NS(C)(=O)=O)cccc3C(=O)N([C@H](C)CO)C[C@@H]2C)cc1 was read as LGR2 inh 4, S100A4 MyoIIA 17, CASP6 VEID inh -4, SIRT5 block -6 and esBAF inh -1.
Screening CCC1=C(OC(=O)N(CC)CC)N2C(=O)OC(=NCC(=O)OC)[C@]2(C)[C@H]2C1=CC[C@H]1C(=O)N(C)C(=O)[C@H]12 returned LGR2 inh -5, S100A4 MyoIIA 12, CASP6 VEID inh -3, Statin myotox sup 18, esBAF inh -7 and FN deposition inh -8.
`CN(C)c1cccc(C(=O)NCc2ccccc2)c1` gave LGR2 inh -2, S100A4 MyoIIA -3, CASP6 VEID inh -2, SIRT5 block -2, Statin myotox sup 7 and esBAF inh 11.
For O=C(N[C@@H]1CC[C@H](CCNS(=O)(=O)c2ccc(Cl)cc2)O[C@@H]1CO)c1cnccn1 the results were LGR2 inh 3, S100A4 MyoIIA -10, CASP6 VEID inh 4, SIRT5 block 5, Statin myotox sup -3 and esBAF inh 10.
`COc1ccc(-n2c(C)nc3sc4c(c3c2=O)CCC4)cc1` gave LGR2 inh -18, S100A4 MyoIIA -18, CASP6 VEID inh 0, SIRT5 block -1 and FN deposition inh -6.
`CNC(=O)C[C@H]1CC[C@H]2[C@@H](COC[C@@H](O)CN2Cc2ccccc2F)O1` gave LGR2 inh -6, S100A4 MyoIIA 9, CASP6 VEID inh 0, SIRT5 block 1, Statin myotox sup 12, esBAF inh -9 and FN deposition inh -7.
Screening COc1ccc(NC(=O)Nc2ccc3c(c2)C(=O)N([C@H](C)CO)C[C@@H](C)[C@@H](CN(C)C(=O)NC(C)C)OCCCC[C@H](C)O3)cc1 returned LGR2 inh 10, S100A4 MyoIIA -5, CASP6 VEID inh -1, SIRT5 block -7, esBAF inh -2 and FN deposition inh -2.
For O=C(NC1CCCC1)N[C@H]1CC[C@@H](CC(=O)N2CCOCC2)O[C@H]1CO the results were LGR2 inh 5, S100A4 MyoIIA 15, CASP6 VEID inh 1, SIRT5 block 4, Statin myotox sup 2 and esBAF inh 4.
`CC(=O)c1ccc(N2CCN(c3ccc4cc(S(=O)(=O)N5CCC(C)CC5)ccc4n3)CC2)cc1` gave LGR2 inh -13, S100A4 MyoIIA 4, CASP6 VEID inh 2, SIRT5 block -1, Statin myotox sup -9, esBAF inh 8 and FN deposition inh -5.
CCC(C)NC(=O)c1ccccc1NC(=O)CN1C(=O)c2ccccc2S1(=O)=O (stereo not drawn) was read as LGR2 inh -4, S100A4 MyoIIA 3, CASP6 VEID inh 2, Statin myotox sup -3, esBAF inh 6 and FN deposition inh 0.
CN(C)c1ccc(C(=S)Nc2ccccc2)cc1 was read as S100A4 MyoIIA 2, CASP6 VEID inh -3, SIRT5 block -1 and FN deposition inh 8.
CC1(C)Cc2cccc(OCC(=O)N3CCN(S(=O)(=O)c4ccccc4)CC3)c2O1 was read as Statin myotox sup 0, esBAF inh 5 and FN deposition inh -12.
`Cc1cc(Br)cc(Cl)c1OCC(=O)N1CCN(C(=O)c2ccco2)CC1` gave LGR2 inh 13, S100A4 MyoIIA 0, CASP6 VEID inh 4, SIRT5 block -2, Statin myotox sup 10, esBAF inh -4 and FN deposition inh -1.
`CN(CC(=O)Nc1ccccc1C(F)(F)F)C(=O)COc1ncnc2ccccc12` gave LGR2 inh 16, S100A4 MyoIIA -1, CASP6 VEID inh 1, SIRT5 block -3, Statin myotox sup -2 and esBAF inh 1.
`Fc1cccc(CSc2nc3ncc(Cl)cc3[nH]2)c1` gave S100A4 MyoIIA -9, CASP6 VEID inh -1, SIRT5 block -1 and FN deposition inh 8.
Screening C[C@H](O)C#Cc1cnc2c(c1)C(=O)N([C@H](C)CO)C[C@@H](C)[C@@H](CN(C)C(=O)c1ccccc1)O2 returned LGR2 inh 17, S100A4 MyoIIA 3, CASP6 VEID inh 3, SIRT5 block -3, Statin myotox sup 1, esBAF inh -5 and FN deposition inh 2.
For c1ccc(-c2noc(CC3CCCCC3)n2)nc1 the results were LGR2 inh -15, S100A4 MyoIIA -4, CASP6 VEID inh 4, SIRT5 block 1 and FN deposition inh 0.
CO[C@@H]1CN(C)C(=O)c2cc(NC(C)=O)ccc2OC[C@@H](C)N(C(=O)c2cccnc2)C[C@H]1C was read as LGR2 inh 7, S100A4 MyoIIA -34, CASP6 VEID inh 2, SIRT5 block 1, Statin myotox sup 2, esBAF inh 0 and FN deposition inh 3.
For O=C(O)C1CCN(Cc2oc(CO)cc(=O)c2O)C1 (stereo not drawn) the results were LGR2 inh -5, S100A4 MyoIIA -16, CASP6 VEID inh 1, SIRT5 block 2 and FN deposition inh -3.
For CCN=C1SC(CC(=O)Nc2ccc(C(F)(F)F)cc2)C(=O)N1CC (stereo not drawn) the results were Statin myotox sup 9, esBAF inh -5 and FN deposition inh 5.
O=C(C(Cc1ccccc1)n1cccc1)N1CCN(c2ncccn2)CC1 (stereo not drawn) was read as LGR2 inh 10, S100A4 MyoIIA -1, CASP6 VEID inh -1, SIRT5 block -1, Statin myotox sup -2, esBAF inh -5 and FN deposition inh 0.
Screening COc1cc(NC(=O)c2cc(Cl)nnc2Cl)cc(OC)c1OC returned LGR2 inh 8, S100A4 MyoIIA -6, CASP6 VEID inh 2, SIRT5 block -5 and FN deposition inh 9.
For O=C(CSc1nnc2c(n1)[nH]c1ccc(F)cc12)NCc1ccc(F)cc1 the results were LGR2 inh 11, S100A4 MyoIIA -9, CASP6 VEID inh -1, SIRT5 block 0, Statin myotox sup 10, esBAF inh -1 and FN deposition inh 5.
Cc1ccccc1OC(C)C(=O)N1CCC(Cc2ccccc2)CC1 (stereo not drawn) was read as LGR2 inh 1, S100A4 MyoIIA -6, CASP6 VEID inh -4, SIRT5 block -3, Statin myotox sup -6, esBAF inh -3 and FN deposition inh 10.
Screening N#C/C(=C\c1cccnc1)c1nc2c(s1)CCCC2 returned LGR2 inh -86, S100A4 MyoIIA 8, CASP6 VEID inh 0 and SIRT5 block -3.
CC(C)CC(=O)Nc1ccccc1N1CCN(c2ccc(F)cc2)CC1 was read as LGR2 inh 21, S100A4 MyoIIA -2, CASP6 VEID inh -2, SIRT5 block -9 and FN deposition inh 1.
`Cc1ccc2c(=O)n3c(nc2c1)C(C)NC(=O)c1cccnc1-3` (stereo not drawn) gave LGR2 inh -4, S100A4 MyoIIA -2, CASP6 VEID inh 1, SIRT5 block -14, Statin myotox sup 4, esBAF inh -5 and FN deposition inh 1.
`CCc1nc(SCc2ccc(F)cc2)[nH]c(=O)c1C#N` gave LGR2 inh -9, S100A4 MyoIIA -3, CASP6 VEID inh 2, SIRT5 block 3 and FN deposition inh 12.
For CCCn1cnc2c(cnn2-c2ccc(F)cc2)c1=O the results were LGR2 inh -52, Statin myotox sup 15 and esBAF inh 52*.
`COc1cc(/C=C(/C#N)C(=O)NCc2ccccc2)cc(OC)c1OC` gave LGR2 inh 11, S100A4 MyoIIA -4, CASP6 VEID inh 3, SIRT5 block 3, Statin myotox sup -13, esBAF inh -2 and FN deposition inh -2.
For C=CCN1C(=O)C(C)(C)Nc2ccccc21 the results were Statin myotox sup 0, esBAF inh -3 and FN deposition inh 4.
COc1cc2[nH]c(=S)n(Cc3ccccc3)c(=O)c2cc1OC was read as LGR2 inh -6, S100A4 MyoIIA -2, CASP6 VEID inh 3 and SIRT5 block 3.
For CCOC(=O)[C@H]1[C@H]2COc3ccc(OC)cc3[C@@H]2N2C(=O)c3ccc(C)cc3NC(=O)[C@@]12C the results were LGR2 inh -20, S100A4 MyoIIA -2, CASP6 VEID inh 3, Statin myotox sup 4, esBAF inh -3 and FN deposition inh -5.
C[C@@H]1CN([C@H](C)CO)C(=O)c2cccc(NC(=O)c3cnccn3)c2O[C@H]1CN(C)C(=O)NC1CCCCC1 was read as LGR2 inh 7, S100A4 MyoIIA -17, CASP6 VEID inh -1, SIRT5 block -5, Statin myotox sup 14, esBAF inh -8 and FN deposition inh 11.
For Cc1cc(-c2n[nH]c(=S)n2-c2ccc(F)cc2)nn1C the results were LGR2 inh -13, S100A4 MyoIIA -3, CASP6 VEID inh 0 and SIRT5 block 3.
For CN(/C=C/C(=O)C(F)(F)C(F)(F)F)Cc1ccccc1 the results were Statin myotox sup 3, esBAF inh -2 and FN deposition inh -1.

These rows are one share of the data; rates above refer to the full screens.
